14-3-3 PPI: modulators of human 14-3-3 gamma - Raf peptide interaction | P61981 | FP, 14-3-3gamma / TMR-pS259-Raf peptide binding | inhibition, % at 40 µM | 160,000 compounds, 0.19% hits; in the data active means inhibition above about 30%;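 further: 0% = protein plus tracer without compound and 100% = blank with tracer alone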
Target sequence (P61981 whole entry, looked up): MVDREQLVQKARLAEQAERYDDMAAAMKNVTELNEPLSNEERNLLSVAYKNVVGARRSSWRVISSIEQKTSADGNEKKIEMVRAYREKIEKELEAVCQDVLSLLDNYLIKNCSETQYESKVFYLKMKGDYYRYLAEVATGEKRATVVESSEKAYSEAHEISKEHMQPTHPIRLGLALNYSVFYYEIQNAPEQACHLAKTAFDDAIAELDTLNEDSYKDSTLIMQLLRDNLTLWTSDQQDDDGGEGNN
Active calls of the source: *; & = joins results of further samples. This is a subset. The share of hits here may be higher or lower than overall.

molecule,14-3-3 PPI
C=CCC(Nc1cccc(C)c1)c1ccco1 (stereo unspecified),-3.5
CC(=O)Nc1ccc(S(=O)(=O)NCCc2csc(C)n2)cc1,0.2
C=CCSc1nnc2c(n1)[nH]c1c(C)cccc12,-4.7
Cn1c(=O)c2c(nc(N3CCOCC3)n2Cc2ccc(Cl)cc2)n(C)c1=O,5.5
COc1ccccc1-n1c(SCC(=O)N2CCc3ccccc32)nc2c(c1=O)SCC2,-58.9
Cn1c(=O)c2cc(C(=O)Nc3cccc(C(F)(F)F)c3)sc2c2ccccc21,-6.7
O=C(Cn1nnc(-c2ccccc2F)n1)Nc1ccc(C(=O)N2CCOCC2)cc1,6.4
CCc1ccc(OCCNc2cc(N3CC(C)NC(C)C3)ccc2[N+](=O)[O-])cc1 (stereo unspecified),7.4
CCCCC(=O)NC(Nc1ccc(C)cn1)(C(=O)OCC)C(F)(F)F (stereo unspecified),10.6
COc1ccc(C(c2nnnn2C2CCCCC2)N2CCN(c3ccccc3F)CC2)cc1 (stereo unspecified),-0.8
CCOc1ccc(NC(=O)CS(=O)CC(=O)NC2CCCc3ccccc32)cc1 (stereo unspecified),-0.4
O=C(Nc1ccccc1Cl)c1cc(S(=O)(=O)N2CCN(c3cccc(Cl)c3)CC2)ccc1F,9.5

Gathered by group: those above with an aryl methoxy group
molecule,14-3-3 PPI
COc1ccccc1-n1c(SCC(=O)N2CCc3ccccc32)nc2c(c1=O)SCC2,-58.9
COc1ccc(C(c2nnnn2C2CCCCC2)N2CCN(c3ccccc3F)CC2)cc1 (stereo unspecified),-0.8

(next part)
molecule,14-3-3 PPI
Cc1ccc(NC(=O)c2ccc(NC(=O)CCS(=O)(=O)c3cccs3)cc2)cc1Cl,-18.0
O=C1CC(c2cccc(Br)c2)c2cc3c(cc2N1)OCO3 (stereo unspecified),-4.0
CC1CN(c2nc(-c3ccc(C(C)(C)C)cc3)nc3ccccc23)CC(C)O1 (stereo unspecified),-7.1
COc1ccccc1NC(=O)CN1CCN(Cc2ccccc2)CC1,-2.9
Cc1cc2nc(SCc3ccc([N+](=O)[O-])cc3)nc(C)c2cc1C,-8.9
Cn1nc(-c2ccccc2)c2nc3ccccc3nc21,-0.7
CN1CCN(CCNC(=O)Nc2ccccc2C(F)(F)F)CC1,-5.5
Cc1cc(C)c2c(N)c(S(=O)(=O)Cc3ccccc3)sc2n1,-7.0&-20.0
O=[N+]([O-])c1cccc(C=Nc2ccc3oc(-c4cccc5ccccc45)nc3c2)c1O,-3.8
CCSC(C)CC1C/C(=N/O)c2c(C)noc2C1 (stereo unspecified),-2.5
CCCCCCCCCCCCCCCC(=O)OC(CC(=O)O)C[N+](C)(C)C (stereo unspecified),3.8
CN(C)S(=O)(=O)c1cccc(-c2nnc(SCc3cc(Cl)cc4c3OCOC4)n2N)c1,-8.1
CCCN(CCC)CCCNC(=O)CS(=O)Cc1nc(-c2ccc(OC)c(OC)c2)oc1C (stereo unspecified),-1.8
N=c1c(C(=O)NCc2ccco2)cc2c(=O)n3ccccc3nc2n1Cc1ccc(Cl)cc1,-7.5
COc1ccc(C2CC(=O)C3=C(C2)NC(C)=C(C(=O)OCCOc2ccccc2)C3c2ccc(Br)cc2)cc1 (stereo unspecified),3.5
Cc1ccc(C2=NC(C3CCCCC3)NC(c3ccccc3O)C2)cc1 (stereo unspecified),5.4
CCOC(=O)CN1C(=O)C2(OCCCO2)c2ccccc21,-1.9
COC(=O)c1c(NC(=O)c2c(C)cc(C)cc2C)sc2c1C(C(=O)OC)CC2 (stereo unspecified),-7.5
CCOc1ncccc1C(=O)OCC(=O)c1ccc[nH]1,-9.6
Cc1nc(N2CCC(C)CC2)c2c(C)c(C(=O)Nc3ccc4c(c3)OCO4)sc2n1,-7.3
O=C(NC1=NCCS1)C1CC2CCC1C2 (stereo unspecified),-16.5
CSC1=NCCN1C(=O)Cc1ccc(F)cc1,0.3
CC(=O)N1c2c(cc(Br)cc2S(=O)(=O)N2CCOCC2)CC1C (stereo unspecified),4.3
COc1ccc(CCNc2cc(N3CCN(S(=O)(=O)c4ccc5ccccc5c4)CC3)ccc2[N+](=O)[O-])cc1OC,-3.2
COc1ccc(-c2nc3ccccc3o2)cc1NC(=O)COc1ccc(C)cc1C,-12.8
O=C(O)c1cc(Br)c2ccccc2c1O,-7.0
Nc1c(C(=O)NC2CCCC2)c2nc3ccccc3nc2n1N,-6.6
COc1cccc(Nc2c3c(nc4ccccc24)CCCC3)c1,1.4
O=c1c(O)c(-c2ccc3c(c2)OCO3)oc2ccccc12,-3.8
O=C(Cc1ccc([N+](=O)[O-])cc1)N1c2ccccc2Sc2ccccc21,1.0
NS(=O)(=O)c1ccc(NC(=O)CN2CCCN(S(=O)(=O)c3ccc(F)cc3)CC2)cc1,-11.6
O=C(NCCOc1ccccc1)c1cc(-c2ccccc2)nc2ccc(Br)cc12,-12.2
CN(C(=O)C1(S(=O)(=O)c2ccc(Cl)cc2)CC1)C1CCCCC1,-8.9
Cn1c(=S)[nH]c2sc3c(c2c1=O)CCC3,-19.6
O=S(=O)(Nc1ccc(S(=O)(=O)N2CCc3ccccc32)cc1)c1ccc(Cl)cc1,-48.8
COc1ccc(-c2cc(C(=O)NCCCn3ccnc3)c3ccccc3n2)c(OC)c1,-28.1
Cn1c(=O)cc(SCC(=O)Nc2ccccn2)c2ccc(Cl)cc21,-33.8
Cc1ccc(N2C(=O)C(Cl)=C(N3CCCCC3)C2=O)c(C)c1,-8.3
O=C1c2ccc(Br)cc2C(=O)N1c1ccc2c(c1)oc1ccccc12,-8.3
C/C(=N\O)c1ccc2c3c([nH]c2c1)CCCC3,-4.2
CCN(c1cccc(C)c1)c1ncnc(N)c1[N+](=O)[O-],5.6
Cc1c(Nc2nc3ccccc3nc2NS(=O)(=O)c2ccccc2)c(=O)n(-c2ccccc2)n1C,4.1
CCOC(=O)c1c(NC(=O)C(C)Sc2cn(C)c3ccccc23)sc2c1CCC2 (stereo unspecified),-10.0
O=S(=O)(c1ccc(CCCl)cc1)N1CCOCC1,2.1
C=CCOC(=O)COc1ccc2c(C)c(CC)c(=O)oc2c1,-2.9
COc1ccc(C2CC(=O)C3=C(C2)Nc2ccccc2NC3c2cccc3ccccc23)cc1OC (stereo unspecified),0.0
O=S(=O)(c1ccc2nc(-c3ccccc3)[nH]c2c1)N1CCCC1,-9.3
CCn1c(Cc2ccccc2)nc2ccccc21,-6.4
COc1ccccc1NC1=C(Cl)C(=O)N(c2cccc(C)c2C)C1=O,-13.1
Cc1c(OCC(=O)N(C)C)ccc2c3c(c(=O)oc12)CCC3,2.3
CCC1=NN(C(=O)Cc2ccc([N+](=O)[O-])cc2)C(O)(c2ccc(Br)cc2)C1 (stereo unspecified),-4.2
COCCn1nnnc1C(c1cc2cc(C)ccc2[nH]c1=O)N1CCCCCC1 (stereo unspecified),-5.5
COc1ccc(N2C(=O)C3CCCN3C2c2ccc(Cl)cc2)cc1 (stereo unspecified),2.4
O=C(c1ccccc1)N1CCN=C1SCc1ccccc1,6.4
CCCCNC(=O)c1sc2ncn(CC(=O)N3CCCCC3C)c(=O)c2c1C (stereo unspecified),-6.1
CSc1ccc(S(=O)(=O)Nc2c(C)cc(Br)cc2C)cc1,-10.1
COc1ccc(-c2nc(CS(=O)CC(=O)NC3CCCc4ccccc43)c(C)o2)cc1OC (stereo unspecified),-4.7
C=C(C)Cn1c(SCC(=O)NCc2ccco2)nc2sc3c(c2c1=O)CCC3,-1.7
COc1ccc(CNS(=O)(=O)c2cc(Br)cc3c2N(C(C)=O)C(C)C3)cc1 (stereo unspecified),3.1
O=C1CC(N2CCN(Cc3ccc(Cl)cc3)CC2)C(=O)N1c1ccc(Br)cc1 (stereo unspecified),-6.5

Continued:
molecule,14-3-3 PPI
O=C(NCc1cccs1)c1oc(=O)c2ccccc2c1-c1ccccc1,10.6
Nc1ccc(C(=O)Nc2nc3cc(N)ccc3s2)cc1,-5.8
CC[N+](C)(C)c1cccc(O)c1,6.2&-2.2
NS(=O)(=O)c1ccc(CCNC(=O)CSc2nc3ccccc3c(=O)n2C2CCCCC2)cc1,-2.5
CCOC(=O)c1ccc(NC(=O)CSc2nnc3cc(C)c4ccccc4n23)cc1,-1.9
CCOC(=O)c1c(NC(=O)c2cc(-c3ccccc3)nc3ccccc23)sc2c1CCC2,-6.7
CCOC(=O)c1cnc2c(C)c(Cl)ccc2c1Nc1ccccc1Cl,2.1
COC(=O)c1cccc(C(=O)Nc2ccc([N+](=O)[O-])cc2Br)n1,-8.7
CCC(NS(=O)(=O)c1ccc(C)cc1)C(=O)N1CCCCC1 (stereo unspecified),-3.0
CC(=O)N1CCc2cc(Br)cc(S(=O)(=O)CC(=O)Nc3cccc(C)c3)c21,-9.7
O=C(NCCCn1ccnc1)c1cccs1,-9.1
CCOC(=O)C1=C(C)S/C(=C\N(C)C)C1=O,-48.7

Four compounds picked at random from those above:
molecule,14-3-3 PPI
CCc1ccc(OCCNc2cc(N3CC(C)NC(C)C3)ccc2[N+](=O)[O-])cc1 (stereo unspecified),7.4
CC[N+](C)(C)c1cccc(O)c1,6.2&-2.2
COc1cccc(Nc2c3c(nc4ccccc24)CCCC3)c1,1.4
CCCCCCCCCCCCCCCC(=O)OC(CC(=O)O)C[N+](C)(C)C (stereo unspecified),3.8

(further entries)
molecule,14-3-3 PPI
CC1(C)CC(=O)C2=C(C1)NC1=C(C(=O)CC(C)(C)C1)C2c1ccc(I)cc1,-3.9
Cc1nc(N2CCOCC2)nc(N2CCCCC2C)c1[N+](=O)[O-] (stereo unspecified),-3.4
O=C(Nc1ccc2c(c1)S(=O)(=O)c1cc(NC(=O)c3ccccc3[N+](=O)[O-])ccc1-2)c1ccccc1[N+](=O)[O-],-16.9
CCOc1cccc2cc(C(=O)Nc3cccc(C(F)(F)F)c3)c(=Nc3ccc(C(=O)O)cc3)oc12,5.8
Cc1ccccc1C(=O)Nc1sc2c(c1C(=O)Nc1cccc3ccccc13)CCC2,-28.2
COc1cc2c(cc1OC)C(COc1ccccc1OC)N(C(=O)c1cc3ccccc3oc1=O)CC2 (stereo unspecified),-10.9
CCCC(=O)NCc1nc2ccccc2[nH]1,-3.9
COc1ccc(C)cc1NC(=O)C1CCCN1C(=O)OCc1ccccc1 (stereo unspecified),-4.6
Cc1ccc(OCC(=O)Nc2cc(-c3nc4ncccc4o3)ccc2C)cc1,-2.3
O=C(OC1CCOC1=O)c1ccc(S(=O)(=O)N2CCCCCC2)cc1 (stereo unspecified),3.5
O=C(CNS(=O)(=O)c1cccs1)NC1CCCCCC1,0.6
Cc1ccc(C(=O)c2sc3nc4c(c(-c5ccco5)c3c2N)CCCC4)cc1,-16.7
CCc1ccc(-n2c(=O)c3c(C)c(C(=O)N(C)C)sc3n(CC(=O)Nc3ccc(C)cc3C)c2=O)cc1,-9.0
Cn1c(=O)cc(SCC(=O)NCCCN2CCN(c3ccccc3F)CC2)c2ccccc21,2.3
CC1=C(C(=O)Nc2cccc(C)c2C)C(c2ccc(F)cc2)NC(=O)N1 (stereo unspecified),-5.0
CCN(CC)C(=O)Cn1nc(C)c2ccccc2c1=O,-6.1
Cc1ccc(NS(=O)(=O)c2ccc3c(c2)Cc2cc(S(=O)(=O)Nc4ccc(C)cc4)ccc2-3)cc1,2.9
O=S(=O)(Cc1ccccc1)NCC1CCCO1 (stereo unspecified),-1.7&-10.9
CC(C)(NO)/C(=N/O)c1ccc(Br)cc1,5.0
Cc1oc2c(C)c3oc(=O)c(C)c(C)c3cc2c1-c1ccccc1,5.1
O=C(NCCCN1CCOCC1)c1cc2ccccc2oc1=O,1.3&-3.1
COc1cc2c(cc1OC)C(c1ccccc1)N(C(=O)c1ccco1)CC2 (stereo unspecified),-1.6
CCc1sc(-c2cc3cccc(OC)c3oc2=O)nc1-c1ccc(C)cc1,-56.6
O=C(NC1CCCCCC1)C1C2C=CC3(CN(Cc4cccnc4)C(=O)C13)O2 (stereo unspecified),7.4&-5.0

The list goes on (3 carried over from the part before).
molecule,14-3-3 PPI
COc1cc2c(cc1OC)C(c1ccccc1)N(C(=O)c1ccco1)CC2 (stereo unspecified),-1.6
CCc1sc(-c2cc3cccc(OC)c3oc2=O)nc1-c1ccc(C)cc1,-56.6
O=C(NC1CCCCCC1)C1C2C=CC3(CN(Cc4cccnc4)C(=O)C13)O2 (stereo unspecified),7.4&-5.0
CC1(C)Cc2ccccc2-c2nnc(-c3ccccc3Cl)n21,2.5
CCc1ccc(NC(=O)Cn2nc(-c3ccccc3)cc(-c3ccccc3)c2=O)cc1,-3.8
Cc1ccc2ccc(C(Nc3ccccn3)c3cccnc3)c(O)c2n1 (stereo unspecified),-7.2
O=C(Nc1nc2ccccc2s1)c1cc(=O)c2ccccc2o1,-2.8
Cc1cc(=O)[nH]c(SCC(=O)NC2CCCCC2)n1,4.6
CCCC1CCc2c(sc(NC(=O)C3CC=CCC3C(=O)O)c2C(N)=O)C1 (stereo unspecified),-12.9
CCN(CC)c1ccc(NS(=O)(=O)c2ccccc2[N+](=O)[O-])cc1,-43.4
COc1cccc(/C=N/n2c(C)nc3ccccc3c2=O)c1O,2.4
CCOC(=O)C1CCN(C(=O)c2sc3nc(-c4ccccc4)cn3c2C)CC1,-4.0
Cc1ccc2nc(-c3ccc(N4C(=O)CC(N5CCCN(C)CC5)C4=O)cc3)sc2c1 (stereo unspecified),-143.7
CCOC(=O)c1oc2c(C)c(O)ccc2c(=O)c1-c1nncn1-c1ccccc1,-0.9
COc1ccc(CCNC(=O)CSc2nnc(CNC(=O)c3ccco3)o2)cc1OC,-3.8
N#Cc1c(NC(=O)c2ccccc2Cl)sc2c1CCC2,-12.7

Assay outcomes from PubChem.
